IDH1 mut inh = blocks human IDH1 R132H reductase activity; AID 624101; O75874; 0.18% of 70,000 active; inhibition, % at 10 µM; diaphorase/resazurin fluorescence, 60 min; in the data active = inhibition above about 34%;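 note: 0% = DMSO and 100% = no enzyme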
PRC2 inh = inhibitors of human EZH2/PRC2 methyltransferase | 0.35% of 57,000 active | Q15910 | AID 651548 | inhibition, % at 12.5 µM | PRC2 H3K27 methylation, DELFIA TRF, 1 h;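 active = mean inhibition of replicates at least 50% and every single replicate also reaching 50%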;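 note: dimethyl H3K27 on biotinylated H3 21-44 peptide detected by antibody; plate controls were median neutral control wells for no effect and median positive control wells for full effect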
Target sequence (Q15910 whole entry, looked up): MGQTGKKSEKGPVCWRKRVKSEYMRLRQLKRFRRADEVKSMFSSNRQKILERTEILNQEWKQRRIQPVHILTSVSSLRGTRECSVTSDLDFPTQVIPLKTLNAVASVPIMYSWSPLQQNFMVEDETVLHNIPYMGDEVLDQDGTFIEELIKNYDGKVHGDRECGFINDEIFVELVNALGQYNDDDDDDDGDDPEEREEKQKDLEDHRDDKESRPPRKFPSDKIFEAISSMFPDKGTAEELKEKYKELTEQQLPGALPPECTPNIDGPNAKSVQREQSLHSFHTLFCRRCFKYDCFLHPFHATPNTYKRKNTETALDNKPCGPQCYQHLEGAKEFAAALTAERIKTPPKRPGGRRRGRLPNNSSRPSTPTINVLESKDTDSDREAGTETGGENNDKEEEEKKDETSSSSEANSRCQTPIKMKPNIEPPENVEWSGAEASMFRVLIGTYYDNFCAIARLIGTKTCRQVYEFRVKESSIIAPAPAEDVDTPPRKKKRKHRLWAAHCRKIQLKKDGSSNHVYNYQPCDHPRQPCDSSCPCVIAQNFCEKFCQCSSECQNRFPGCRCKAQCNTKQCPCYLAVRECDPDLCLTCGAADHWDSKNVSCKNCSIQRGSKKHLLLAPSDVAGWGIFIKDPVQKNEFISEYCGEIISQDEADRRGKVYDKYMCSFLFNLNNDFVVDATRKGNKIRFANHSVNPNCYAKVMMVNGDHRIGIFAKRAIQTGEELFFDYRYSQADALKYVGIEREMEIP
* hit, by the source's call; nt = no result given.

SMILES | IDH1 mut inh | PRC2 inh
C[C@@H]1CCCCO[C@@H](CN(C)C)[C@H](C)CN([C@@H](C)CO)C(=O)c2cc(NC(=O)Nc3cccc4ccccc34)ccc2O1 | -17.4 | -3.5
C=CCOC(=O)C1=C[C@@H](c2ccccc2)[C@H](CCCO)[C@@H](OCC)O1 | nt | 4.4
CO[C@H]1CN(C)C(=O)c2ccc(NC(=O)c3ccc(F)cc3)cc2OC[C@@H](C)N(C(=O)c2ccc(F)cc2)C[C@H]1C | -0.8 | 13.1
C[C@H](CO)N1C[C@H](C)[C@@H](CN(C)CC2CCCCC2)Oc2ccc(NC(=O)CCCN(C)C)cc2CC1=O | 11.4 | -24.4
CC(C)NC(=O)Nc1ccc2c(c1)C(=O)N([C@@H](C)CO)C[C@H](C)[C@@H](CN(C)S(=O)(=O)c1cn(C)cn1)OCCCC[C@H](C)O2 | 1.4 | nt
C[C@@H]1CN([C@H](C)CO)C(=O)c2cc(NS(=O)(=O)c3ccccc3)ccc2O[C@@H](C)CCCCO[C@H]1CN(C)Cc1ccc(C(F)(F)F)cc1 | 0.6 | nt
Cc1cc(S(=O)(=O)NCCC(=O)O)ccc1F | 0.3 | -13.2
C[C@H](CO)N1C[C@H](C)[C@@H](CN(C)C(=O)C2CC2)Oc2cc(-c3ccccc3F)ccc2S1(=O)=O | 2.4 | 1.3
COC(=O)C[C@H]1C[C@@H]2c3cc(NC(=O)Nc4ccc(C(F)(F)F)cc4)ccc3O[C@@H]2[C@H](CO)O1 | -0.4 | -25.7
CC(C)NC(=O)N(C)C[C@@H]1OCCCC[C@H](C)Oc2ccc(NC(=O)CCC(F)(F)F)cc2C(=O)N([C@@H](C)CO)C[C@@H]1C | 2.8 | 3.9
CCC(=O)N[C@@H]1CC[C@H](CC(=O)NCc2ccc(OC)cc2)O[C@@H]1CO | -0.3 | 14.5
CCCN1C[C@@H](C)[C@@H](OC)CN(C)C(=O)c2cc(NC(=O)c3cccc(F)c3)ccc2OC[C@@H]1C | 0.0 | -7.6
COc1ccccc1CNC(=O)C[C@H]1CC[C@H](NC(C)=O)[C@@H](CO)O1 | 0.1 | 4.0
COc1ccc(C(=O)NCC(=O)Nc2ccc(F)cc2)cc1OC | 0.1 | -6.7
C[C@H]1CN([C@@H](C)CO)C(=O)c2cccc(NC(=O)Nc3ccccc3)c2O[C@H]1CN(C)S(=O)(=O)c1ccc(Cl)cc1 | nt | -15.8
CNC[C@@H]1Oc2c(NC(=O)NC(C)C)cccc2C(=O)N([C@@H](C)CO)C[C@@H]1C | 2.1 | 6.2
CCN1CCCC1CNC(=O)c1cc(S(=O)(=O)CC)c(N)cc1OC (stereo unspecified) | -0.9 | nt
C[C@H]1CN([C@@H](C)CO)C(=O)c2cc(C#CCN(C)C)cnc2O[C@@H]1CN(C)C(=O)c1cnccn1 | -1.3 | 7.6
CC(C)CC#Cc1cnc2c(c1)C(=O)N([C@@H](C)CO)C[C@@H](C)[C@@H](CN(C)C(=O)c1ccc3c(c1)OCO3)O2 | 0.3 | nt
COC(=O)c1c(NC(=O)CC2Nc3cccc4cccc(c34)NC2=O)sc(C)c1C (stereo unspecified) | 0.1 | -8.1
CC(=O)N(C)C[C@@H]1Oc2cc(C#CC(C)(C)O)ccc2S(=O)(=O)N([C@@H](C)CO)C[C@@H]1C | -0.7 | 26.7
C[C@H](CO)N1C[C@H](C)[C@@H](CN(C)C(=O)Nc2ccc(F)cc2)OCc2ccccc2-c2c(n(C)c3ccccc23)C1=O | nt | -39.0
CC(C)NC(=O)Nc1ccc2c(c1)CC(=O)N([C@H](C)CO)C[C@@H](C)[C@H](CN(C)S(=O)(=O)c1cccs1)O2 | 0.0 | nt
CCC(=O)Nc1ccc2c(c1)OC[C@H](C)N(Cc1ccncc1)C[C@@H](C)[C@@H](OC)CN(C)C2=O | 0.0 | 13.6
O=C(C[C@@H]1C=C[C@@H](NC(=O)c2ccc(F)cc2)[C@H](CO)O1)NCc1ccncn1 | -0.2 | -15.0
Cc1noc(C)c1NC(=O)N(C)C[C@H]1Oc2c(NC(=O)c3nc4ccccc4s3)cccc2C(=O)N([C@@H](C)CO)C[C@@H]1C | 0.4 | nt
COc1cc([N+](=O)[O-])ccc1NC(=O)c1ccccc1OCC(=O)NC(C)(C)C | 0.1 | -1.3
COc1ccc(NC(=O)N(C)C[C@H]2Oc3ccc(NC(=O)Nc4ccc(F)cc4)cc3CC(=O)N([C@@H](C)CO)C[C@@H]2C)cc1 | 1.3 | nt
CCC(=O)N(C)C[C@H]1Oc2ncc(C#CCc3ccccc3)cc2C(=O)N([C@H](C)CO)C[C@H]1C | 1.3 | nt
O=C1C[C@@](C(=O)NCC(F)(F)F)(c2ccc([N+](=O)[O-])cc2)[C@@H](c2ccc(CO)cc2I)N1C1CCCCC1 | nt | -6.0
COc1ccc(S(=O)(=O)N(C)C[C@H]2Oc3ccc(NC(=O)Nc4ccccc4)cc3CC(=O)N([C@@H](C)CO)C[C@H]2C)cc1 | 2.9 | nt
C[C@@H]1CN([C@@H](C)CO)C(=O)c2cc(C3=CCCCC3)cnc2O[C@@H]1CN(C)C(=O)CN1CCOCC1 | nt | -4.3
COCC#Cc1ccc2c(c1)O[C@@H](CN(C)Cc1cccnc1)[C@@H](C)CN([C@H](C)CO)S2(=O)=O | 23.9 | nt
CCCNC(=O)N(C)C[C@H]1Oc2cc(-c3ccccc3)ccc2S(=O)(=O)N([C@@H](C)CO)C[C@@H]1C | -0.8 | nt
C[C@@H]1CCCCO[C@@H](CN(C)S(=O)(=O)c2cccs2)[C@@H](C)CN([C@H](C)CO)C(=O)c2cc(NS(=O)(=O)c3cn(C)cn3)ccc2O1 | -5.0 | nt
C[C@H](CO)N1C[C@H](C)[C@H](CN(C)CC2CCCCC2)Oc2ccc(NC(=O)CCCCCC(=O)Nc3ccccc3N)cc2C1=O | 0.0 | -25.1
CCn1c(SCC(=O)c2ccc(OC)cc2)nnc1-c1ccc(C)cc1 | -0.2 | 2.4
CCCNC(=O)C[C@H]1C[C@H]2c3cc(NS(=O)(=O)c4ccc(OC)cc4)ccc3O[C@H]2[C@H](CO)O1 | -0.1 | 19.4
O=C(C[C@H]1C=C[C@@H](NC(=O)Cc2ccccn2)[C@H](CO)O1)NCCCN1CCOCC1 | 0.3 | 8.4
CC(C)NC(=O)Nc1ccc2c(c1)C(=O)N([C@H](C)CO)C[C@@H](C)[C@@H](CN(C)S(=O)(=O)c1ccc(F)cc1)OCCCC[C@H](C)O2 | 1.1 | nt
C/C=C/c1cnc2c(c1)C(=O)N([C@@H](C)CO)C[C@H](C)[C@@H](CN(C)C(=O)CN1CCOCC1)O2 | 0.7 | -6.3
CS(=O)(=O)Nc1ccc2c(c1)[C@@H]1C[C@@H](CC(=O)NCc3ccc(-c4ccccc4)cc3)O[C@H](CO)[C@@H]1O2 | -0.2 | -15.6
C[C@@H]1CCCCO[C@H](CN(C)C(=O)Nc2ccccc2)[C@@H](C)CN([C@H](C)CO)C(=O)c2cc(NS(=O)(=O)c3ccc(Cl)cc3)ccc2O1 | 0.0 | nt
Cc1ccc(C(=O)Nc2ccccc2C(=O)N2CCCC2)cc1S(=O)(=O)N1CCOCC1 | 0.0 | 2.2
CC(C)NC(=O)N(C)C[C@@H]1Oc2ccc(NC(=O)Nc3ccc(C(F)(F)F)cc3)cc2C(=O)N([C@H](C)CO)C[C@@H]1C | nt | -7.4

Compounds listed so far that have a Cl atom:
SMILES | IDH1 mut inh | PRC2 inh
C[C@H]1CN([C@@H](C)CO)C(=O)c2cccc(NC(=O)Nc3ccccc3)c2O[C@H]1CN(C)S(=O)(=O)c1ccc(Cl)cc1 | nt | -15.8
C[C@@H]1CCCCO[C@H](CN(C)C(=O)Nc2ccccc2)[C@@H](C)CN([C@H](C)CO)C(=O)c2cc(NS(=O)(=O)c3ccc(Cl)cc3)ccc2O1 | 0.0 | nt

More results
SMILES | IDH1 mut inh | PRC2 inh
O=C(O)COc1cccc(-c2nc3ccccc3s2)c1 | 1.5 | 17.2
COC(=O)CN(c1ccc(C)c(Cl)c1)S(=O)(=O)c1ccccc1 | 0.0 | 13.3
Cc1ccc(-c2cnc3c(c2)C(=O)N([C@H](C)CO)C[C@H](C)[C@H](CN(C)C(=O)c2ccncc2)O3)cc1 | 1.1 | nt
C=CC[C@H]1Cc2ccccc2[C@H](CC=C)N1 | -2.4 | 1.5
CN1CCN(c2ccccc2NC(=O)COc2ccccc2)CC1 | 0.5 | -5.2
CC(=O)c1ccc(NC(=O)CSc2nnc(-c3cccs3)n2-c2ccccc2)cc1 | 0.5 | -1.1
Cc1noc(C)c1S(=O)(=O)Nc1ccc2c(c1)C(=O)N([C@@H](C)CO)C[C@H](C)[C@@H](CN(C)C(=O)C1CCCCC1)OCCCC[C@H](C)O2 | 6.5 | nt
COCC#Cc1cnc2c(c1)C(=O)N([C@H](C)CO)C[C@@H](C)[C@H](CN(C)C(=O)Nc1ccccc1F)O2 | 0.6 | nt
COC(=O)c1ccccc1NC(=O)CSc1nnc(-c2ccc(Cl)cc2)o1 | -0.1 | 1.2
Cc1ccc(CN(C)C[C@@H]2OCc3cn(nn3)CCCC(=O)N([C@H](C)CO)C[C@@H]2C)cc1 | -0.5 | 0.0
O=C(C[C@@H]1C[C@@H]2c3cc(NC(=O)Cc4ccncc4)ccc3O[C@@H]2[C@@H](CO)O1)NCC1CC1 | 0.9 | -5.1
C[C@@H]1CN([C@H](C)CO)C(=O)Cc2cc(NS(=O)(=O)c3ccccc3)ccc2O[C@H]1CN(C)Cc1ccc(C(F)(F)F)cc1 | 1.4 | nt
CCC(=O)N[C@@H]1CC[C@@H](CC(=O)NCCN2CCCCC2)O[C@@H]1CO | -0.2 | 5.8
Cc1onc(-c2ccccc2Cl)c1C(=O)N(Cc1nc(-c2ccccc2)no1)C1CCCCC1 | 0.2 | 12.3
C[C@@H]1CN([C@@H](C)CO)S(=O)(=O)c2ccc(-c3cncnc3)cc2O[C@@H]1CN(C)Cc1ccccc1 | -0.4 | nt

Brought forward from above: 3 compounds, then new ones.
SMILES | IDH1 mut inh | PRC2 inh
CCC(=O)N[C@@H]1CC[C@@H](CC(=O)NCCN2CCCCC2)O[C@@H]1CO | -0.2 | 5.8
Cc1onc(-c2ccccc2Cl)c1C(=O)N(Cc1nc(-c2ccccc2)no1)C1CCCCC1 | 0.2 | 12.3
C[C@@H]1CN([C@@H](C)CO)S(=O)(=O)c2ccc(-c3cncnc3)cc2O[C@@H]1CN(C)Cc1ccccc1 | -0.4 | nt
CC(=O)N(C)C[C@H]1Oc2ncc(C3=CCCC3)cc2C(=O)N([C@H](C)CO)C[C@@H]1C | -0.5 | 11.9
C=CCNC(=O)[C@@H]1[C@H]2C(=O)O[C@H](c3ccccc3)[C@H](c3ccccc3)N2[C@H](c2ccc(O)cc2)[C@@]12C(=O)Nc1ccccc12 | 0.3 | -22.4
C[C@@H]1CN([C@H](C)CO)C(=O)c2cc(C3=CCCCC3)cnc2O[C@@H]1CN(C)C(=O)NC1CCCC1 | nt | 7.9
C[C@@H]1CN([C@@H](C)CO)C(=O)Cc2cc(NC(=O)Nc3ccc(C(F)(F)F)cc3)ccc2O[C@H]1CN(C)Cc1ccc(Cl)c(Cl)c1 | 2.8 | nt
CCC(=O)Nc1ccc2c(c1)C(=O)N(C)C[C@H](OC)[C@H](C)CN(Cc1ccccn1)[C@@H](C)CO2 | 0.2 | 0.3
CCOC(=O)CSc1nc2c(c(=O)n1-c1ccccc1OC)C1(CCCC1)Cc1ccccc1-2 | 0.0 | 3.4
CO[C@@H]1CN(C)C(=O)c2cc(NC(=O)c3ccc(-c4ccccc4)cc3)ccc2OC[C@H](C)NC[C@@H]1C | 0.1 | -32.0
O=C(Cc1ccncc1)NCC[C@H]1CC[C@@H](NC(=O)Nc2cccc(F)c2)[C@@H](CO)O1 | 0.3 | -4.3
COc1ccc(NC(=O)Nc2ccc3c(c2)CC(=O)N([C@@H](C)CO)C[C@H](C)[C@H](CN(C)C(=O)Nc2ccccc2)O3)cc1 | -10.0 | nt
CCn1c2ccccc2c2cc(NC(=O)CN3C(=O)c4ccccc4C3=O)ccc21 | -0.2 | 15.2
Cc1ccc(S(=O)(=O)N(C)C[C@@H]2OCCCC[C@@H](C)Oc3ccc(NC(=O)Nc4ccc(F)cc4)cc3C(=O)N([C@@H](C)CO)C[C@@H]2C)cc1 | 0.9 | nt
O=C(NCCCn1ccnc1)c1nn2c(C(F)(F)F)cc(-c3cccs3)nc2c1Br | 28.9 | -12.0
O=C(CN1CCOCC1)NCC[C@H]1CC[C@H](NC(=O)Cc2ccccn2)[C@H](CO)O1 | -0.1 | 14.9
COCC(=O)N(C)C[C@@H]1Oc2cc(-c3cccc(F)c3)ccc2S(=O)(=O)N([C@H](C)CO)C[C@@H]1C | -0.2 | 0.8
Cc1nc2cc(NC(=O)NCc3ccco3)ccc2o1 | 0.6 | 2.2

The list goes on, starting with the last 3 of the part before.
SMILES | IDH1 mut inh | PRC2 inh
O=C(CN1CCOCC1)NCC[C@H]1CC[C@H](NC(=O)Cc2ccccn2)[C@H](CO)O1 | -0.1 | 14.9
COCC(=O)N(C)C[C@@H]1Oc2cc(-c3cccc(F)c3)ccc2S(=O)(=O)N([C@H](C)CO)C[C@@H]1C | -0.2 | 0.8
Cc1nc2cc(NC(=O)NCc3ccco3)ccc2o1 | 0.6 | 2.2
Cc1ccc(S(=O)(=O)c2c(C)nn(C(C)(C)C)c2OC(=O)c2ccccc2C(F)(F)F)cc1 | 0.0 | 8.4
O=C(O)C[C@@H]1C[C@H]2c3cc(NC(=O)Nc4ccc(F)cc4)ccc3O[C@H]2[C@@H](CO)O1 | -0.2 | -0.2
C[C@H]1CN([C@@H](C)CO)C(=O)Cc2cc(NS(=O)(=O)c3ccc(Cl)cc3)ccc2O[C@@H]1CN(C)S(=O)(=O)c1cccs1 | -0.1 | nt
C=CCNC(=O)[C@@H]1[C@H]2C(=O)O[C@H](c3ccccc3)[C@H](c3ccccc3)N2[C@H](c2ccc(OCCO)cc2)[C@@]12C(=O)Nc1ccc(C#CCNC(N)=O)cc12 | 0.1 | -18.9

Bioassay records as filed in PubChem.

Only part of the results is shown; the hit share may differ from the screen's.
